SSB-PriA inh – K. pneumoniae PriA-SSBct interaction inhibition. 430,000 compounds, 0.6% hits. inhibition, % at 33 µM. AlphaScreen SSBct-PriA binding, biotinylated peptide; in the data active = inhibition mostly above about 37%, no sharp cut-off; inactive = mostly below about 20%;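 also: plate controls were negative control peptide for no effect and reference peptide for full effect; strong numbers were not always called active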
* hit, by the source's call; & = joins results of further samples. Not all compounds are listed, so the mix of outcomes need not match the whole.

structure | SSB-PriA inh
COc1cc([N+](=O)[O-])cc(C=NNC(=O)C(O)(c2ccccc2)c2ccccc2)c1O | -4
Cc1cccc(N2C(=O)c3cccc4c(Cl)ccc(c34)C2=O)c1 | -6
COc1cc(NC(=O)C2CC2)c2ncccc2c1 | -7
C[C@H](NCc1nc2c([nH]1)c(=O)n(C)c(=O)n2C)c1ccccc1 | -18
Cc1onc(-c2ccccc2Cl)c1C(=O)N1CCN(Cc2nc(C3CC3)cs2)CC1 | -2
COc1nn(C)cc1-c1nnc(SCC(=O)Nc2ccccc2C(F)(F)F)n1C | -10
Cc1nn(C)c(C)c1S(=O)(=O)NCCn1ccn2nccc12 | -11
O=S(=O)(Cc1ccc(Cl)cc1)c1ccc(NCc2ccccc2)nn1 | -1
COc1cc(NC(=O)Cn2nnc3ccccc32)ncn1 | -14
COc1ccc(S(=O)(=O)C2CCN(S(=O)(=O)c3cccnc3)CC2)cc1 | -7
CCN(CC)S(=O)(=O)c1ccc(-c2nc(C#N)c(NCc3ccc4c(c3)OCO4)o2)cc1 | -2
O=S1(=O)N=C(N(CCO)N=Cc2ccncc2)c2ccccc21 | -7

Next section:
structure | SSB-PriA inh
COc1cccc(CNC(=O)c2nnn3cc(C)[nH]c(=O)c23)c1OC | 0
COc1cccc(-c2cc(C(=O)N3CCN(c4cccc(Cl)c4Cl)CC3)n(C)n2)c1 | 4
COc1ccccc1CCNC(=O)C(=O)Nc1c2c(nn1-c1ccc(C)cc1C)CS(=O)(=O)C2 | 9
Cc1ccc(-n2nnnc2CNC(=O)Nc2ccccc2F)cc1C | -5
Cc1cc(C(=O)Nc2ccc(-c3cn4c(C)csc4n3)cc2)ccc1[N+](=O)[O-] | 6
CNC(=O)CCc1csc(NC(=O)NC2CCCCC2)n1 | -9
Cc1cc(C)c(C)c(Cn2cnc3ccccc32)c1C | 10
COc1cc(=O)n(C)cc1C(=O)NCc1ccnc(-c2ccsc2)c1 | -19
O=C(Nc1nc2cc3c(cc2s1)OCO3)c1ccc([N+](=O)[O-])cc1 | 2
N#Cc1cccnc1N1CCC(CNS(=O)(=O)c2ccc(Br)s2)CC1 | 2
CC(Nc1cccc2ccccc12)C(=O)NN=Cc1ccccn1 (stereo unspecified) | 85*
Cc1c2c(n3c(nc4ccccc43)c1C#N)N(C(C)c1ccccc1)CC2 (stereo unspecified) | 14

Later entries:
structure | SSB-PriA inh
CC(=O)C(N=Nc1ccc2c(c1)OCCO2)=C(C)O | 4
CC(=O)c1ccc(S(=O)(=O)NCCOc2ccc3nnc(-c4ccccc4)n3n2)cc1 | -19
COC(=O)C1=C(C)Nc2ncnn2[C@H]1c1cnn(C)c1 | -4
Cn1cccc1C(CNC(=O)c1cccs1)N1CCc2ccccc2C1 (stereo unspecified) | 6
COc1ccc(-n2c(SCc3nc(-c4cccc(C)c4)no3)nc3ccsc3c2=O)cc1 | -5
O=C(NCc1cncc(-c2ccsc2)c1)c1ccc(-n2cccc2)cc1 | -12
O=C1CCc2cc(NS(=O)(=O)CCOc3ccccc3)ccc2N1 | 3
COc1ccc2c(c1)CCCC2(O)CNC(=O)Nc1cccc(OC)c1OC (stereo unspecified) | -3
COC(=O)c1ccc(C(=O)Nc2c3c(nn2-c2nc4ccccc4s2)CCC3)cc1 | -10
COc1ccccc1Oc1ncnc2sc(-c3ccccc3)cc12 | -12
COc1cc(C=NNC(=O)c2c(-c3ccccc3)noc2C)cc(OC)c1OC | 1
COCCn1c(=NC(=O)c2ccnn2C)sc2ccccc21 | -6

The results go on.
structure | SSB-PriA inh
COCCN1C(=O)C(=O)C(=C(O)c2ccc(S(=O)(=O)N3CCOCC3)cc2)C1c1ccc(O)cc1 (stereo unspecified) | -12
O=C(NC1CC1)c1nnn(-c2ccccc2)c1CSc1ncccn1 | -9
O=S(=O)(c1cccnc1)N1CCN(c2ccc(-c3cccs3)nn2)CC1 | -13
COc1ccc(C=NNC(=O)c2nc(-c3ccccc3)n(-c3ccccc3)n2)cc1 | -2
Cc1cccc(S(=O)(=O)Nc2ccc3c(c2)CCC(=O)N3Cc2ccccc2)c1 | 7
CCOC(=O)CCC(=O)N1CCN(Cc2nc(C(C)(C)C)cs2)CC1 | -18
O=C(NCCn1cc(SCC(=O)N2CCOCC2)c2ccccc21)c1ccc(Cl)cc1Cl | -7
O=C(Nc1nnc(C2CCCO2)o1)c1ccc([N+](=O)[O-])s1 (stereo unspecified) | 12
CN(C)CCCN(C(=O)CCSc1ccccc1)c1nc2ccc(Br)cc2s1 | -10&32
COc1cc2ncc(S(=O)(=O)c3ccc(C)cc3)c(Nc3ccc4c(c3)OCO4)c2cc1OC | 4
CCN(Cc1cnc2ccccn12)C(=O)Nc1ccccc1C(F)(F)F | -25
Nc1cc(=O)nc(SCC(=O)N2CCN(c3ccccc3)CC2)n1-c1cccc(C(F)(F)F)c1 | -1&0

Next section.
structure | SSB-PriA inh
CCC(C)NC(=O)CON=Cc1ccc(C(=O)OC)cc1 (stereo unspecified) | -8
Cn1cnnc1Sc1nc2c(c(=O)n(C)c(=O)n2C)n1Cc1cccc(F)c1 | -4
O=C(Cn1cnc2ccccc21)N1CCC(N2CCC[C@@H]2COCc2ccccc2)CC1 | -6
COc1ccc(S(=O)(=O)N2CCC(C(=O)N3CC(=O)Nc4ccccc43)CC2)cc1 | -17
O=C(O)CNC(=O)CC1S/C(=N\N=C/c2c(-c3ccccc3)[nH]c3ccccc23)NC1=O (stereo unspecified) | -12
CCN1C(=O)c2cccc3c(NC(=O)c4ccc(S(=O)(=O)N5CCCCCC5)cc4)ccc1c23 | 5
O=C(NCc1cccs1)N1CCCC(Oc2cccnn2)C1 (stereo unspecified) | -7
COC(=O)c1ccc(NC(=O)Cn2cnc3c(nnn3C)c2=O)cc1 | -15&-4
COC(=O)N1CCC(CNC(=O)C(=O)Nc2ccc(F)c(Cl)c2)CC1 | -3
CC(C)(C)C1CC(c2ccc(Br)cc2)=NN1C(=O)c1ccco1 (stereo unspecified) | 0
COc1cccc(S(=O)(=O)NCC(=O)N2CCN(C(=O)c3ccco3)CC2)c1 | -32
CCSc1ccccc1C(=O)Nc1cc(-c2ccco2)nn1-c1nc(C)c(C)c(=O)[nH]1 | -8

(more compounds)
structure | SSB-PriA inh
CC(=NNC(=O)c1csc(C)c1C)c1ccc(C)s1 | 0
Cc1cc(C=NNC(=O)c2ccccn2)c(C)n1-c1cccc([N+](=O)[O-])c1 | 16
COC(=O)c1ccc(NC(=O)CSc2nc(-c3ccccc3)cn2-c2ccc(NC(C)=O)cc2)cc1 | -5
Cc1ccnc(NC(=O)NCCCSc2ccccc2)n1 | -2
Cc1ccc(C)c(CC(=O)Nc2nc3ccc4sc(C)nc4c3s2)c1 | 11
CS(=O)(=O)N1CCCC(C(=O)Nc2nc3ccccc3s2)C1 (stereo unspecified) | -15
C/C(C=NNC(=O)NC1CCCCC1)=C\c1ccccc1 | -7
CS(=O)(=O)N1CCCCC1C(=O)N(Cc1ccccc1)c1nc2c(F)cccc2s1 (stereo unspecified) | -2
COc1cccc(C(=O)Nc2ccc(-c3cn4ccsc4n3)cc2)c1OC | 14
CCC(O)=C1C(=O)CC(c2ccccc2)CC1=NCCC(=O)O (stereo unspecified) | -4
CSc1ccccc1CN1CCC(CNC(=O)c2ccc(OC(C)C)cc2)CC1 | -6
CCCN1C(SCC(=O)NCc2cccc(OC)c2OC)=NS(=O)(=O)c2ccccc21 | -8

An excerpt from above in order of molar mass, falling.
structure | SSB-PriA inh
CSc1ccccc1CN1CCC(CNC(=O)c2ccc(OC(C)C)cc2)CC1 | -6
Cc1cc(C=NNC(=O)c2ccccn2)c(C)n1-c1cccc([N+](=O)[O-])c1 | 16
Cc1ccnc(NC(=O)NCCCSc2ccccc2)n1 | -2

Following part.
structure | SSB-PriA inh
COc1ccc(/C=C(/C#N)C(=O)Nc2ccc(C)cc2OC)cc1 | -5
COCCN(Cc1ccoc1)C(=O)NC(c1ccccc1)c1ccccc1 | -15
O=C(Nc1ccc(F)cc1)Nc1cccc(-c2ccc(N3CCCC3)nn2)c1 | -2
Cc1nc2ccccc2c(=O)n1N=Cc1c(O)ccc2ccccc12 | -9
CC(C)Sc1nnc(N)s1 | -1
CCn1ccc(C(=O)N(Cc2ccccn2)c2nc3cc(C)cc(C)c3s2)n1 | -11
O=C(CCc1c(F)cccc1Cl)N1CC(n2ccnn2)C1 | -4
C/C=C\C(=O)NCc1ccc2[nH]c3c(c2c1)CCCC3 | 29
COc1ccc(C=NNC(=O)CNc2c(Br)cc(C)cc2Br)c(C(=O)O)c1OC | -4
CCc1cc(=O)[nH]c2n[nH]c(=S)n12 | -9
COc1ccc(S(=O)(=O)NCCC(=O)N(C)C)cc1N(C)S(=O)(=O)c1ccc(Cl)cc1 | 9
COc1ccc(-c2nnc3c4cnn(-c5ccccc5C)c4ncn23)cc1OC | 0

(further entries)
structure | SSB-PriA inh
CCc1c(C)nc(-n2nc(C)cc2C)n(CC(=O)Nc2ccc(C(=O)OC)cc2)c1=O | -8
O=C(CCC1CCCC1)Nc1ccc2c(c1)CN(S(=O)(=O)c1ccccc1)CC2 | 1
Cc1cccc(OCC(=O)NCCn2ncc3c(=O)n(Cc4cccc(F)c4)cnc32)c1 | 4
Cc1ccc(-n2cc(C(=O)N3CCC(C(N)=O)CC3)nn2)cc1 | 3
NS(=O)(=O)c1ccc(CCNC(=O)Cc2csc(NC(=O)c3ccco3)n2)cc1 | 2
CC(Nc1n[nH]c(=O)[nH]c1=O)C(=O)NN=Cc1ccccc1 (stereo unspecified) | -16
Cc1ccc(-n2nnnc2-c2nc3ccccc3[nH]2)c(C)c1 | -16
Cc1ccsc1C(=O)NN=Cc1ccc([N+](=O)[O-])cc1 | -11
O=C(COc1ccccc1)NCCOc1ccc(F)cc1 | -7
CC(C)n1c(N=Cc2ccccc2O)nc2ccccc21 | -9
Cc1ccc2c(CC(=O)Nc3nccs3)cc(=O)oc2c1 | -3
CC(Cc1nnn(-c2cc(C)on2)n1)=NO | -6

The final four compounds of the section above are carried over, then new ones follow.
structure | SSB-PriA inh
O=C(COc1ccccc1)NCCOc1ccc(F)cc1 | -7
CC(C)n1c(N=Cc2ccccc2O)nc2ccccc21 | -9
Cc1ccc2c(CC(=O)Nc3nccs3)cc(=O)oc2c1 | -3
CC(Cc1nnn(-c2cc(C)on2)n1)=NO | -6
O=C(c1cc2n(n1)CCCO2)N1CCN(Cc2cccnc2)CC1 | -17
Cc1nc2ccc(Cl)cn2c(=O)c1NC(=O)c1c(F)cccc1Cl | 1
CCc1ccc(S(=O)(=O)Nc2cc(-c3cn4nc(OC)ccc4n3)ccc2C)s1 | -5
O=C(COc1ccc(-c2ccccc2)cc1)NN=Cc1ccccc1Br | -9
CCOc1ccccc1NC(=O)C1Cc2ccc(Cl)cc2C(=O)O1 (stereo unspecified) | -3
COc1nn(C)cc1C(=O)NCCn1nc(-c2ccccn2)n(C)c1=O | -15
CC(C)(C)NC(=O)N1CCC(Oc2cccnn2)CC1 | -17
O=C(NCC(O)(c1ccco1)C1CC1)Nc1ccccc1C(F)(F)F (stereo unspecified) | -19
COc1ccc(/C=C(/NC(=O)c2ccccc2)C(=O)NN=Cc2ccc3c(c2)OCO3)cc1OC | 7
Cc1noc(CCCN)n1 | -11
Cc1cc(C)c(C)c(S(=O)(=O)NC2CCCCCC2)c1C | -20
O=C(Cc1cccc2ccccc12)NCCN1CCN(c2ccccc2)CC1 | 0

Following part
structure | SSB-PriA inh
CCCCn1c(N=Cc2c[nH]c3ccccc23)nc2ccccc21 | 7
C=C(C)COc1ccc2oc(-c3ccc(OC)cc3)c(C(=O)Nc3ccccc3CC)c2c1 | 0
c1ccc(-c2oc3ncnc(N4CCCC4)c3c2-c2ccccc2)cc1 | 8
CN1CCN(Cc2ccc(NC(=O)NC3CCCCC3)cc2)CC1 | 3
CC(=O)C(=NNc1cccc(C)c1)N1CCOCC1 | 6
C[C@](O)(CNC(=O)Cc1ccccc1Cl)c1ccco1 | -12
O=S(=O)(Cc1ccc(C(F)(F)F)cc1)NCCc1ccsc1 | -28
COc1ccc(CC(=O)N2CCOC[C@@H]2CN(C)C)cc1OC | -15
Cc1cc(-c2nnc(NC(=O)c3cc4ccccc4oc3=O)o2)n(C)n1 | -6
O=C(Nc1nnc(-c2ccco2)o1)C1CCCCN1S(=O)(=O)c1ccc(Cl)s1 (stereo unspecified) | 14
COC(=O)CCc1c(C)c(C#N)c2nc3ccccc3n2c1N1CCN(C/C=C/c2ccccc2)CC1 | -3&1
COc1ccc(CNC(=O)CN2CCc3[nH]c4c(F)c(Cl)ccc4c(=O)c3C2)cc1OC | -4

Further results follow.
structure | SSB-PriA inh
CC1=NNC(=O)C1CCC(=O)NN=C/C(Br)=C/c1ccccc1 (stereo unspecified) | -7
CSc1ccccc1C(=O)Nc1sc2c(c1C(N)=O)CCN(C(C)C)C2 | -14
Cc1noc(Cc2ccccc2NC(=O)Cn2ccc3ccccc32)n1 | 3
Cc1cc(=O)n2c(-c3cccc(NC(=O)c4sc(C)nc4C)c3)csc2n1 | -3
CC(=O)NN=C(C)CC(=O)Nc1ccc2c(c1)OCCO2 | 3
Cc1cn2nc(C(=O)N3CCC(C(N)=O)(N4CCCCC4)CC3)cc2c(=O)[nH]1 | -3
CCN(CC)C(=O)Nc1ccc(C)c(Cl)c1 | 1
O=C(NC[C@@](O)(c1ccccc1)C(F)(F)F)c1c(F)cccc1Cl | -9
Clc1cccc(NN=Cc2ccc(N3CCOCC3)cc2)c1 | -5
COC(CNC(=O)C(=O)Nc1cccnc1)c1ccsc1 (stereo unspecified) | -6
CCn1nc(C(=O)Nc2nnc(CCSc3ccccc3)o2)cc1C | -9
Cc1ccc(C)c(NC(=O)CCC(=O)NN=Cc2cc([N+](=O)[O-])ccc2O)c1 | -1

Further records follow:
structure | SSB-PriA inh
O=C(NCCCn1ccc2cccnc21)Nc1ccc2c(c1)OCO2 | -2
O=C(NCCn1ncc2c(N3CCN(c4ccc(F)cc4)CC3)ncnc21)c1cccs1 | -6
COc1cc(C2c3cccn3CCN2C(=O)Nc2cccs2)cc(OC)c1OC (stereo unspecified) | 3
CCNc1nc(NCC)n2c(SCc3ccc(C)cc3)nnc2n1 | -5

Bioassay records as filed in PubChem BioAssay.
